Bioassay records deposited in PubChem BioAssay by Emory University Molecular Libraries Screening Center.
EP2 mod: EP2 receptor modulators, cAMP readout, primary screen, cell-based, HTRF cAMP, PGE2 stimulation | Prostaglandin E2 receptor EP2 subtype (Homo sapiens), P43116 | EP2-expressing cells, cAMP HTRF FRET, PGE2 co-stimulation | induction, % at 25 µM | 260,000 compounds, 0.83% hits | AID 940, 2007;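 active = compounds whose cAMP rise, as percent of the full-agonist control response, exceeds 60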;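 also: rat C6 glioma line stably carrying human EP2 under a CMV promoter; the protocol text gives 20 µM as final concentration; 100% = response of wells given 1 µM PGE2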
Target sequence (P43116 whole entry, looked up): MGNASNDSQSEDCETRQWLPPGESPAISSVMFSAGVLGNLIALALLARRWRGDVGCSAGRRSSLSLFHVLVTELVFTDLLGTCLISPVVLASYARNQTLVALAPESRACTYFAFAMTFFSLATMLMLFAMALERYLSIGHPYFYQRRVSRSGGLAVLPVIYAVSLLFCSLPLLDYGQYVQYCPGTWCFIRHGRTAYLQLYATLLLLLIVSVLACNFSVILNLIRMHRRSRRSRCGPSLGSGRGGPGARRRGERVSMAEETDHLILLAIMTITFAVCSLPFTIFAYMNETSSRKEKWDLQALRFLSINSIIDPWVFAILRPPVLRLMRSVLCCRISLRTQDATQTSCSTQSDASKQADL
* = called active by the depositor. A portion of the library, so the mix of outcomes need not match the whole.

COc1cc2cc(CN(CCO)S(=O)(=O)c3ccc(Cl)cc3)c(=O)[nH]c2cc1OC was read as EP2 mod -6.3.
Screening CCOc1cc(/C=C2\N=C(c3ccc(Cl)cc3)OC2=O)cc(Cl)c1OC(C)=O returned EP2 mod -12.4.
Cn1cc(CC(=O)N2CCC(n3nnc(-c4ccc(F)cc4)n3)CC2)c2ccccc2c1=O was read as EP2 mod -47.2.
CCn1c(Cc2ccccc2)nnc1SCC(=O)N1CCOCC1 was read as EP2 mod -12.4.
CCCOC(=O)Cn1cnc2scc(-c3ccc(OCC)cc3)c2c1=O was read as EP2 mod -6.4.
For C=CCOc1c(Cl)cc(C2C(C#N)=C(N)OC3=C2C(=O)CC(C)(C)C3)cc1OCC (stereo not drawn) the results were EP2 mod -110.0.
`COc1ccc(-c2nc3cnccn3c2NC2CCCCC2)cc1CO` gave EP2 mod -68.3.
For Cc1cc2c(s1)c1cnn(CC(=O)NC(C)C)c(=O)c1n2C the results were EP2 mod -39.8.
For CC(C)n1c(SCC(=O)c2ccccc2F)nc2c1c(=O)n(C)c(=O)n2C the results were EP2 mod -64.0.
For C=CCNC(=O)[C@H]1C=CCN1C(=O)c1ccccc1F the results were EP2 mod -3.5.
`Cc1nn(Cc2ccccc2)c(C)c1CN(Cc1ccc2c(c1)OCO2)CC(C)O` (stereo not drawn) gave EP2 mod -51.9.
`CCOc1ccc2[nH]c(=O)c(C(c3nnnn3C3CCCC3)N3CCCC3)cc2c1` (stereo not drawn) gave EP2 mod -4.3.
For COc1ccc(NC(=O)CN2CCN(c3ccccc3C)CC2)cc1 the results were EP2 mod -76.8.
COc1ccc2cc(C(=O)CCC(=O)O)ccc2c1 was read as EP2 mod -26.1.
CCOc1ccc(C(=O)C[N+]2(C)CCOCC2)cc1 was read as EP2 mod -7.7.
Cc1ccc(C)c2[nH]c(=O)c(CN(Cc3nnnn3Cc3ccc(F)cc3)C3CCCCC3)cc12 was read as EP2 mod -14.0.
COc1ccc(C(c2nnnn2Cc2ccco2)N2CCN(C)CC2)cc1OC (stereo not drawn) was read as EP2 mod -11.5.
N#Cc1cc2ccccc2nc1SCC(=O)N1CCc2ccccc21 was read as EP2 mod 19.9.
For COc1ccc(N(Cc2cc3cc(C)ccc3[nH]c2=O)C(=O)c2cccnc2)cc1 the results were EP2 mod -15.8.
Screening CC(=O)Nc1sc(C)c(C)c1C(=O)O returned EP2 mod 0.1.
COc1ccc(NC(=O)N(Cc2cccs2)Cc2cc3cccc(C)c3[nH]c2=O)cc1 was read as EP2 mod 17.4.
`COc1cc2c(cc1OC)C(c1ccncc1)N(Cc1cnc(C)nc1)CC2` (stereo not drawn) gave EP2 mod -41.7.
For NCCSCCc1ccccc1 the results were EP2 mod 25.8.
Screening Cc1cccc(Cn2c(NCCO)nc3c2c(=O)[nH]c(=O)n3C)c1 returned EP2 mod 12.7.
For Cc1c(C(N)=O)cc([N+](=O)[O-])cc1[N+](=O)[O-] the results were EP2 mod 6.1.
`C=CCOc1ccc(C=C2C(=O)NC(=O)NC2=O)cc1` gave EP2 mod -117.7.
Cn1c(=O)c2c(nc(N3CCc4ccccc4C3)n2CCSc2ncccn2)n(C)c1=O was read as EP2 mod -28.3.
Cc1ccc(N(CC(=O)NC(C)C)C(=O)CCC(=O)Nc2ccccn2)cc1C was read as EP2 mod -18.7.
For OC(CN1CCC(O)(c2ccc(F)cc2)CC1)c1ccc2c(c1)CCCC2 (stereo not drawn) the results were EP2 mod -41.7.
Cn1cc([N+](=O)[O-])c(C(=O)n2nnc3ccccc32)n1 was read as EP2 mod -27.4.
Screening O=C1NC2(CCN(C(=O)Cn3ncc4ccccc4c3=O)CC2)Oc2ccccc21 returned EP2 mod -0.8.
For CC(C)N1CCN(c2ccncc2S(=O)(=O)N2CCCCC2)CC1 the results were EP2 mod 1.3.
For COc1ccc(C2C(C(=O)Nc3ccccc3OC)=C(C)NC3=C2C(=O)CCC3)c(OC)c1 (stereo not drawn) the results were EP2 mod 0.9.
O=C(CSc1nnc(-c2ccncc2)n1Cc1ccccc1)N1CCCC1 was read as EP2 mod -8.6.
`CCn1c(SCC(=O)Nc2nc3ccccc3s2)nnc1C(C)C` gave EP2 mod -60.6.
`COC(=O)CCSC(=S)c1cc2c([nH]1)CCCC2` gave EP2 mod 28.7.
Screening CC(C)(C)NS(=O)(=O)c1ccc(OCC(=O)N2CCN(c3ccccc3F)CC2)cc1 returned EP2 mod -44.0.
`CC(=O)OC[C@@]1(O)C[C@@]23CCC4c5ccoc5CC[C@]4(C)C2CC[C@@H]1C3` (stereo partly drawn) gave EP2 mod 68.5*.
For COc1ccc(OC)c(NC(=O)C2CCCN(S(=O)(=O)c3ccc(C)cc3)C2)c1 (stereo not drawn) the results were EP2 mod -49.7.
`COc1ccc2c(c1)c(CC(=O)N1CCOCC1)c(C)n2C(=O)c1ccc(Cl)cc1` gave EP2 mod -3.7.
O=C(O)c1cccc(Nc2nc(-c3ccc(O)c(O)c3)cs2)c1 was read as EP2 mod -28.4.
Screening CN(Cc1ccccc1)Cc1nc2c(c(=O)n(C)c(=O)n2C)n1CCN1CCOCC1 returned EP2 mod 6.8.
`Cc1ccc(C(C)C(=O)N2CCC(c3ccnc4nc(C(F)(F)F)nn34)CC2)cc1` (stereo not drawn) gave EP2 mod -33.1.
For Cc1ncccc1-c1cc2cccnc2n1CCC(=O)O the results were EP2 mod -11.7.
Screening CCCCCCCCCCCCC[N+](C)(C)Cc1ccccc1 returned EP2 mod 4.6.
`CC(C)=CCc1c(O)cc(C)oc1=O` gave EP2 mod -2.4.
Cc1cc2c(cc3c(=O)n(CC(=O)N(Cc4ccncc4)C4CC4)nc(C)n32)s1 was read as EP2 mod 41.2.
`C=CCn1c(N)nc2c1c(=O)n(C)c(=O)n2C` gave EP2 mod -77.3.
`Cc1cccc(C)c1OCc1nc2c3cnn(C)c3ncn2n1` gave EP2 mod -112.3.
Screening Cc1nc(N(C)C2CCCCC2)c2nnn(Cc3ccc(F)cc3)c2n1 returned EP2 mod 42.9.
Screening CC(C)n1c(=O)n(CC(=O)Nc2ccc3c(c2)OC(C)(C)O3)c2cccnc21 returned EP2 mod -64.1.
`Cc1nc(-c2cccc(NS(=O)(=O)c3cn(C)nc3C)c2)cs1` gave EP2 mod -53.7.
`CCN(CC)CCNc1nc2c(c(=O)[nH]c(=O)n2C)n1CCCc1ccccc1` gave EP2 mod -46.2.
Screening CC(C)NS(=O)(=O)c1ccc2c(c1)OCCO2 returned EP2 mod -16.2.
Screening Cc1cccnc1Nc1nc(-c2cc3ccccc3oc2=O)cs1 returned EP2 mod 21.0.
For Clc1ccc2c(NC3CCC(N4CCCCC4)CC3)ccnc2c1 (stereo not drawn) the results were EP2 mod 5.7.
Screening CCC(C)(C)NC(=O)C(c1cccnc1)N(C(=O)c1csnn1)c1ccc(C)c(C)c1 (stereo not drawn) returned EP2 mod 14.1.
For CC1(C(=O)Nc2cccc(Cl)c2)Cc2ccccc2C(=O)O1 (stereo not drawn) the results were EP2 mod -25.7.
`CN(C)CCCN1c2ccccc2C(C)(C)c2ccccc21` gave EP2 mod -16.7.
For Cc1nnc(NC(=O)CN(C)C)s1 the results were EP2 mod 22.3.
For CCOC(=O)c1c(NC(=O)CC)sc(C)c1-c1ccc(OC)c(OC)c1 the results were EP2 mod 31.7.
For COCCCN1C(=O)C(O)=C(C(=O)c2cccs2)C1c1ccc(OC)cc1 (stereo not drawn) the results were EP2 mod 6.8.
Cc1nn(CC(=O)N[C@H](Cn2nnc3ccccc32)C(C)C)c(=O)c2ccccc12 was read as EP2 mod -4.0.
Screening CCC(C)(C)NC(=O)C(c1ccc(C)cc1)N(CC1CCCO1)C(=O)c1csnn1 (stereo not drawn) returned EP2 mod 24.2.
For CCOC(=O)Cn1nc(CC)n2c(cc3oc(C)cc32)c1=O the results were EP2 mod -39.5.
CC(C)C(=O)N1CCCc2cc(C(O)CN3CCN(c4ccccc4)CC3)ccc21 (stereo not drawn) was read as EP2 mod -28.4.
`COc1ccccc1C1(O)CCN(Cc2ccc(-n3ccnc3C)cc2)CC1` gave EP2 mod -22.0.
`CCCC(=O)c1c(C)nc2c(c1-c1ccc(OC)c(OC)c1)C(=O)c1ccccc1-2` gave EP2 mod 17.0.
`CNC(=S)N(Cc1ccco1)Cc1cc2cc(C)cc(C)c2[nH]c1=O` gave EP2 mod -59.6.
CC(C)C(OC(=O)c1ccco1)C(=O)NCCc1ccccc1 (stereo not drawn) was read as EP2 mod -9.5.
`NNC(=O)c1ccc(S(=O)(=O)N2CCOCC2)cc1` gave EP2 mod -13.3.
Cc1ccc2[nH]c(=O)c(C(c3nnnn3CC3CCCO3)N3CCc4ccccc43)cc2c1 (stereo not drawn) was read as EP2 mod -7.6.
Screening C[C@H]1CN(C(=O)c2cc(C3CC3)no2)[C@@H](C)CN1Cc1ccco1 returned EP2 mod -39.4.
`CS(=O)(=O)N(CC(=O)NCc1ccco1)c1cccc(Cl)c1` gave EP2 mod -5.8.
`CC1Cc2ccccc2N1C(=O)CSc1nnc(NC(=O)C2CC2)s1` (stereo not drawn) gave EP2 mod 17.2.
CO[C@@H](NC(N)=O)C(=O)O was read as EP2 mod 12.9.
Screening O=C(C1CCCC1)N1CCC(Cn2nc(-c3ccccc3)ccc2=O)CC1 returned EP2 mod -18.9.
Screening CC(NC(=O)c1cc(C(C)(C)C)nn1C)c1nc2ccccc2[nH]1 (stereo not drawn) returned EP2 mod 1.4.
Screening CC(C)(C)NC(=O)CSc1nc(O)c(Cc2ccccc2F)c(=O)[nH]1 returned EP2 mod 5.2.
`Cc1nn(CC(=O)Nc2ccncc2)c(=O)c2cc3ccsc3n12` gave EP2 mod -30.9.
For c1ccc(CCn2nnnc2C(c2cccs2)N2CCc3ccccc3C2)cc1 (stereo not drawn) the results were EP2 mod 15.2.
For CCCOC(=O)C(C)n1cnc2scc(-c3ccccc3)c2c1=O (stereo not drawn) the results were EP2 mod -15.8.
For Cc1nc(C)c(C(=O)N2CCC[C@H](Cn3cc(C(=O)NCc4ccccc4F)nn3)C2)o1 the results were EP2 mod -14.3.
`CN1CCc2nc3sc(C(=O)Nc4ccc(F)cc4)c(N)c3cc2C1` gave EP2 mod -48.5.
O=C1NCCN1C(=O)NC1CCCCC1 was read as EP2 mod -23.9.
Screening Cc1cc(C)c(C)c(S(=O)(=O)N2CCCC2C(=O)O)c1C (stereo not drawn) returned EP2 mod 6.7.
CCC[N+]1(CC#CCC2(O)c3ccccc3-c3ccccc32)CCC(c2ccccc2)C1 (stereo not drawn) was read as EP2 mod -8.1.
O=C(Cc1n[nH]c(=O)c2ccccc12)N1CCC(n2nnc(-c3ccc(F)cc3)n2)CC1 was read as EP2 mod -91.5.
Cc1c(C#N)c2ccccc2n1CC(=O)NC1CCCCCC1 was read as EP2 mod -38.2.
COCCOc1nc2c(c(=O)n(C)c(=O)n2C)n1Cc1ccccc1 was read as EP2 mod -14.6.
Cc1cccc(NC(=O)CSc2nc3sc(C)c(C)c3c(=O)[nH]2)c1 was read as EP2 mod -27.9.
For Nc1cc(=O)nc(SCC(=O)Nc2ccc3ccccc3c2)n1-c1ccccc1 the results were EP2 mod -58.7.
c1ccc2sc(SCCSc3nc4ccccc4s3)nc2c1 was read as EP2 mod 24.7.
`C=CCn1c(SCC(=O)Nc2ccc(Cl)cc2)nc2sc3c(c2c1=O)CCC3` gave EP2 mod -57.6.
`COc1ccc(OC)c(NC(=O)CSc2nncn2N)c1` gave EP2 mod 20.9.
For O=C(OCC#CCSc1nc2ccccc2o1)C1=CC2C=CC=CC2OC1=O (stereo not drawn) the results were EP2 mod -32.9.

Twelve consecutive records out of the list so far:
For Cc1nc(C)c(C(=O)N2CCC[C@H](Cn3cc(C(=O)NCc4ccccc4F)nn3)C2)o1 the results were EP2 mod -14.3.
`CN1CCc2nc3sc(C(=O)Nc4ccc(F)cc4)c(N)c3cc2C1` gave EP2 mod -48.5.
O=C1NCCN1C(=O)NC1CCCCC1 was read as EP2 mod -23.9.
Screening Cc1cc(C)c(C)c(S(=O)(=O)N2CCCC2C(=O)O)c1C (stereo not drawn) returned EP2 mod 6.7.
CCC[N+]1(CC#CCC2(O)c3ccccc3-c3ccccc32)CCC(c2ccccc2)C1 (stereo not drawn) was read as EP2 mod -8.1.
O=C(Cc1n[nH]c(=O)c2ccccc12)N1CCC(n2nnc(-c3ccc(F)cc3)n2)CC1 was read as EP2 mod -91.5.
Cc1c(C#N)c2ccccc2n1CC(=O)NC1CCCCCC1 was read as EP2 mod -38.2.
COCCOc1nc2c(c(=O)n(C)c(=O)n2C)n1Cc1ccccc1 was read as EP2 mod -14.6.
Cc1cccc(NC(=O)CSc2nc3sc(C)c(C)c3c(=O)[nH]2)c1 was read as EP2 mod -27.9.
For Nc1cc(=O)nc(SCC(=O)Nc2ccc3ccccc3c2)n1-c1ccccc1 the results were EP2 mod -58.7.
c1ccc2sc(SCCSc3nc4ccccc4s3)nc2c1 was read as EP2 mod 24.7.
`C=CCn1c(SCC(=O)Nc2ccc(Cl)cc2)nc2sc3c(c2c1=O)CCC3` gave EP2 mod -57.6.

Later entries.
`CC(C)[C@H]1CN(Cc2ccccc2F)CCN1C(=O)c1n[nH]c(=O)c2ccccc12` gave EP2 mod -45.9.
Screening CN(C)S(=O)(=O)c1ccc(S(=O)(=O)N2CCC(Cc3ccccc3)CC2)cc1 returned EP2 mod 9.7.
Screening CCC(C)(C)n1nnnc1C(c1cc2cc(C)cc(C)c2[nH]c1=O)N1CCCC(C)C1 (stereo not drawn) returned EP2 mod 85.8*.
For CC1C(=O)N(C)C(=O)c2nc[nH]c21 (stereo not drawn) the results were EP2 mod 25.0.
Screening O=C(CN(c1ccc2c(c1)OCCO2)S(=O)(=O)c1ccccc1)NCc1cccnc1 returned EP2 mod -5.6.
Screening O=C(Nc1ccc(N2CCOCC2)cc1N1CCOCC1)c1ncoc1-c1cccs1 returned EP2 mod -15.9.
Screening Cc1c(C(=O)N2CCC(c3ccncc3)CC2)oc2ccccc12 returned EP2 mod -82.8.
O=C1OC(c2ccccc2)=N/C1=C\c1cc2c(cc1Br)OCO2 was read as EP2 mod 12.2.
`COc1ccc(C(=O)c2ccccc2)c(O)c1O` gave EP2 mod 21.1.
